High-throughput results: PubChem, National Center for Advancing Translational Sciences (NCATS)
CCT chaperon mod: modulators of cytosolic chaperonin (CCT/TRiC) activity; purified chaperonin ATPase assay, HTRF ADP detection, 30 min; activity change, % (concentration not given with the values), hits read low; 0.3% of 360,000 active; AID 651819; in the data active = activity change below about -30%; also: % is scaled to controls: 0 for no effect and ±100 for the full control effect
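TRiC (40 or 20 nM final, by batch activity) in 30 mM Tris pH 7.4, 100 mM KCl, 5 mM MgCl2, 1 mM DTT was treated with compound at 76 uM single dose, then 10 uM ATP, 30 min at 37 °C. ADP was read by HTRF Transcreener.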
pAkt inh: blocks phosphorylation of Akt | Neuro2A IGF-stimulated pAkt S473 HTRF, 20 min; stronger effect = lower value | activity change, % for hits at 50 µM | 0.32% of 360,000 active | AID 651550; in the data active = activity change below about -80%; inconclusive = mostly about -51% to -80%; also: % is scaled to controls: 0 for no effect and ±100 for the full control effect
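Neuro2A cells in DMEM with 0.5% FBS, overnight at 37 deg C, given compound at single 50 µM final, then IGF (6 nM final) for 20 min at 37 deg C. Lysed; phospho-Akt Ser473 by HTRF after 24 h, 665/615 ratio.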
Nrf2 block: inhibitors of Nrf2 signaling. Potency, µM (titrated, usually from 46 µM), for inactives: at the top dose activity change, negative = inhibition, actives largely listed as inhibitors. A549 ARE-Fluc reporter, luciferase luminescence, 18-24 h. 2.1% of 360,000 active; also: potency is read from the fitted curve at half-maximal effect; % is scaled to controls: 0 for no effect and ±100 for the full control effect; nearly all actives have a fitted effect of over 60% in size
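Nrf2 function is reported as luminescence of an ARE-controlled luciferase in A549 cells. Compounds were tested at several concentrations, and a CellTiter-Fluor read on the same wells flagged cytotoxicity.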
A549 viability: A549 cytotoxicity, counter-screen for Nrf2 inhibitors; A549 ARE-Fluc cells, CellTiter-Fluor viability, 18-24 h; Potency, µM (doses to about 46 µM), for inactives: at the highest dose activity change, negative = cytotoxicity, most hits filed as inhibitors; 0.16% of 390,000 active; also: potency is read from the fitted curve at half-maximal effect; % is scaled to controls: 0 for no effect and ±100 for the full control effect
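A549 ARE-Fluc cells in 5% FBS OPTI-MEM, 5000 cells/well, rested 2 h then exposed to compounds in concentration-response for 18-24 h at 37 °C. Viability by CellTiter-Fluor fluorescence (Ex 405/Em 525) after 30 min; luciferase luminescence (BugLite, 15 min, RT) read afterwards.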
HepG2 viability: HepG2 cytotoxicity, counter-screen for TGF-b inhibitors. AID 588856. HepG2 CAGA-GFP viability, ATP luminescence, 18 h. 0.76% of 410,000 active. Potency, µM (highest dose often 46.1 µM), for the others: at the highest dose activity change, negative = cytotoxicity, actives largely listed as cytotoxic; also: potency is read from the fitted curve at half-maximal effect; some results filed as inactive show a strong effect at the top dose
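CellTiter-Glo luminescence gave cytotoxicity after 18 hours at 37 degrees C. The cells were HepG2 CAGA-GFP in 1% FBS DMEM, stimulated with 500 pg/mL TGF-beta after compound addition. %Activity was normalised to no-cell wells (complete cell-killing) and DMSO (no toxicity), and curves were fitted and classified.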
Abeta rescue: restores growth of yeast expressing A-beta42 peptide | Potency, µM (top dose mostly 46.1 µM), inactives show at the highest dose growth rescue, actives largely listed as activators | 0.063% of 410,000 active | yeast expressing A-beta42, growth rescue, OD600, 48 h; response scale: 0% DMSO, 100% iron-clioquinol control; also: potency is read from the fitted curve at half-maximal effect; nearly all actives have a fitted effect of over 55% in size
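Yeast growth medium received pinned compounds, then yeast cells expressing toxic A-beta were added; plates incubated at 30 C for 48 hr. Growth read as absorbance at 600 nm, normalized to DMSO and equimolar FeCl3 plus clioquinol controls.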
MmCpn inh: M. maripaludis TRiC chaperonin inhibition | purified Mm-Cpn ATPase, ADP Transcreener TR-FRET | Potency, µM (doses to about 76.9 µM), without a hit: at the top dose activity, negative = inhibition, actives largely listed as inhibitors | 0.031% of 330,000 active | AID 504842; also: potency is read from the fitted curve at half-maximal effect; % is scaled to controls: 0 for no effect and ±100 for the full control effect; nearly all actives have a fitted effect of over 80% in size
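Purified archaeal chaperonin (25 nM final) was preincubated with compound for 10 min at 37°C, then ATP (10 uM final) was added for 30 min at 37°C in Tris pH 7.4/KCl/MgCl2/DTT buffer. ADP was quantified by HTRF Transcreener TR-FRET.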
Nrf2 activator: Nrf2 pathway activation; 0.31% of 410,000 active; AID 624171; Potency, µM (series often up to 46.1 µM), without a hit: top-dose activation, most hits filed as activators; AREc32 ARE-luciferase reporter (MCF7-derived line), luminescence, 24 h; also: potency is read from the fitted curve at half-maximal effect; % of control where 0% means no effect; nearly all actives have a fitted effect of over 65% in size
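Reporter line AREc32 (ARE-Fluc), seeded overnight in OPTI-MEM with 5% FBS; compound pin-transferred, 24 hr at 37 deg C, 5% CO2; luminescent read-out.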
TGFb inhibitor: blocks TGF-b signaling. HepG2 CAGA-GFP TGF-b/SMAD3 reporter, GFP fluorescence, 18 h; TGF-beta stimulated, 500 pg/mL final. Potency, µM (doses to about 46.1 µM), without a hit: at the top dose activity, negative = inhibition, hits mostly inhibitors. 1.2% of 410,000 active; also: potency is read from the fitted curve at half-maximal effect; % is scaled to controls: 0 for no effect and ±100 for the full control effect; nearly all actives have a fitted effect of over 65% in size
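TGF-beta reporter screen: HEPG2 CAGA-GFP, 1% FBS, 500 pg/mL TGF-beta final, 18 h; per-cell GFP summed per well; curves fitted and categorized by class.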
* = called active by the depositor; i = inactive; ? = inconclusive; nt = not tested or not shown; & = joins results of further samples; [ ] = dose if it differs, or a comment. Unless noted, calls follow the shape of the dose curve; as a rule, active = well fitted curve in the direction sought with a large enough effect; inconclusive = small, poorly fitted or top-dose-only effect, or another doubt; inactive = no such curve, though single readings can be large; an effect the other way counts as inactive or inconclusive. Rows were taken by chance. Share with any hit: about 4.3%.

SMILES | CCT chaperon mod | pAkt inh | Nrf2 block | A549 viability | HepG2 viability | Abeta rescue | MmCpn inh | Nrf2 activator | TGFb inhibitor
Cc1cc2nc(CN(C)C(=O)C3CCC(=O)N(C4CCCC4)C3)[nH]c2cc1C (stereo not drawn) | -1.4 | i | nt | nt | -18.9% | 4.5% | nt | 0.3% | -14.4%
O=C(CC1Sc2ccccc2NC1=O)NCc1cccc(Cl)c1 (stereo not drawn) | 0.8 | i | ? | -0.8% | 2.1% | -0.8% | -2.2% | 0.2% | 2.1%
COC(=O)c1cc2oc3ccccc3c2n1Cc1cccc(C)c1 | nt | nt | 4.0% | 15.0% | -8.4% | -19.3% | nt | -0.4% | 0.1%
COC(=O)COc1ccc(C(C2C(=O)CC(C)(C)CC2=O)C2C(=O)CC(C)(C)CC2=O)cc1 | -0.9 | i | 6.6% | 0.1% | -8.6% | 7.9% | 1.9% | 0.0% | -2.3%
CN(C)c1ccc(N2C(=O)CC(Nc3ccc(N4CCOCC4)cc3)C2=O)cc1 (stereo not drawn) | -6.2 | i | -7.1% | -9.7% | -6.3% | 1.6% | -0.6% | 0.0% | -8.3%
Cc1cc(Nc2cccc(C(F)(F)F)c2)ncn1 | nt | nt | -11.9% | 0.8% | -13.2% | -2.6% | nt | 4.5% | -7.3%
O=C(NCCn1cc(SCc2ccc(Br)cc2)c2ccccc21)c1cccs1 | nt | nt | ? | -18.9% | -26.5% | -6.6% | nt | 3.4% | ?
C=C(C)CN1CCN(c2c(CCC#N)c(C)c(C#N)c3nc4ccccc4n23)CC1 | 1.6 | i | nt | 1.0% | 0.4% | -6.2% | 0.7% | -0.3% | 23.8%
NS(=O)(=O)c1ccc(CCNC(=O)c2ccc(C#CC3(O)CCCCC3)cc2)cc1 | -0.4 | i | 2.9% | -5.7% | -17.2% | -2.1% | 1.2% | -2.0% | -19.3%
CCOc1ccccc1C(=O)N1CC(=O)Nc2ccc(Cl)cc2C1c1ccccc1 (stereo not drawn) | nt | nt | 2.9%[9.27 µM] | 0.0% | -22.2% | 0.7% | nt | 5.0% | -2.5%
CCOc1ccc(NC(=O)Cn2c(=O)n(CC3CCCO3)c(=O)c3ccccc32)cc1 (stereo not drawn) | 0.0 | i | ? | -22.7%&-5.4% | -9.1%&-14.6% | -6.8%&5.9% | -4.2% | 1.7%&0.6% | -6.7%&-5.5%
Cc1ccc(S(=O)(=O)N2CCOCC2)cc1NC(=O)CNC1CCCC1 | -1.7 | i | 6.7% | 1.0% | -1.1% | -4.1% | 4.0% | -0.8% | 3.0%

The last 2 records of the part above open the next one.
SMILES | CCT chaperon mod | pAkt inh | Nrf2 block | A549 viability | HepG2 viability | Abeta rescue | MmCpn inh | Nrf2 activator | TGFb inhibitor
CCOc1ccc(NC(=O)Cn2c(=O)n(CC3CCCO3)c(=O)c3ccccc32)cc1 (stereo not drawn) | 0.0 | i | ? | -22.7%&-5.4% | -9.1%&-14.6% | -6.8%&5.9% | -4.2% | 1.7%&0.6% | -6.7%&-5.5%
Cc1ccc(S(=O)(=O)N2CCOCC2)cc1NC(=O)CNC1CCCC1 | -1.7 | i | 6.7% | 1.0% | -1.1% | -4.1% | 4.0% | -0.8% | 3.0%
CCOc1ccc(CNC(=O)Cn2ccc3cc(S(=O)(=O)N4CCCC4)ccc32)cc1 | -1.4 | i | -18.6% | -13.5% | -79.2% | 11.7% | 0.2% | 2.0% | 7.0%
COc1cc2[nH]c3c(Cl)ncnc3c2cc1OC | -0.5 | i | ? | -19.5% | -9.3% | -5.3% | -0.3% | 5.6% | -7.1%
CC[N+](C)(C)CCN(Cc1ccc(Cl)cc1)c1ccccn1 | -7.1 | i | ? | -9.3% | -12.9% | 13.9% | 1.4% | 0.3% | 5.2%
CCN1C(=O)[C@H]2[C@@H](c3ccc(OC)cc3)N[C@]3(CCCN(Cc4ccc(Cl)cc4)C3=O)[C@H]2C1=O | 2.2 | i | nt | nt | 9.2% | -6.6% | nt | 0.2% | -3.8%
CCS(=O)(=O)N1CCN=C1SCc1cccc(F)c1 | 2.2 | i | 0.0% | 3.0% | -32.8% | nt | 1.9% | -0.2% | -8.3%
CCN(CC)c1ccc(/C=N/NC(=O)CNC(=O)c2cccs2)cc1 | -2.1 | i | 15.5% | -11.7% | -38.7% | -8.9% | ? | 2.6% | -1.9%
C=CC[C@@H](CC(=O)N(CCO)Cc1ccccc1)C(=O)NC[C@H](OC(=O)[C@@H](CC=C)Cc1ccc(F)cc1)c1ccccc1 | 1.7 | i | ? | ? | -90.7% | 20.3% | 1.9% | -5.1% | ?
COc1ccc(/C=N/NC(=O)c2nc(-c3ccccc3)cc(-c3ccccc3)n2)cc1 | -1.9 | i | ? | -17.9% | 17.5% | 2.2% | -0.2% | -0.2% | 19.1%
COc1ccc(C(=O)N/C(=C\c2ccc3c(c2)OCO3)C(=O)N2CCOCC2)cc1 | 1.4 | i | -10.4% | -23.7% | 13.3% | 3.2% | -3.8% | -0.4% | 27.4%
CCOC(=O)c1c(C(=O)OCC)c(C)n(Cc2cc(OC)c(OC)c(OC)c2)c1C | -2.3 | i | 5.3% | 6.9% | -4.8% | 10.9% | -0.3% | -0.5% | -11.8%
Cc1ccc(C(=O)N2CCN(Cc3ccc4c(c3)OCO4)CC2)cc1C | -1.7 | i | -20.9% | 0.6% | -13.7% | 2.9% | 0.0% | 0.3% | -28.1%
Cc1ccc(S(=O)(=O)NC(=O)COc2ccccc2C)cc1 | -4.9 | i | nt | 2.5% | -11.3% | 19.9%[9.22 µM] | -0.6% | -0.1% | 2.1%
Cc1ccc(N=C2C(=O)Nc3ccccc32)cc1C | 1.8 | i | 1.7% | 10.3% | 0.3% | 15.9% | -0.4% | 4.4% | 6.8%
Cc1cccc(NC(NC(=O)c2ccccn2)C(Cl)(Cl)Cl)c1 (stereo not drawn) | -1.6 | i | -18.4% | 2.1% | -15.5% | -8.7% | -1.1% | 0.3% | -4.8%
COc1ccc(C(CCN2CCOCC2)c2c(OC)cc(OC)c3c2OC(=O)CC3c2ccc(OC)cc2)cc1 (stereo not drawn) | nt | nt | -0.8% | -15.8% | -48.7% | nt | nt | nt | ?
CCCNC(=O)COC(=O)c1ccc(Cl)c(S(=O)(=O)N2CCCC2)c1 | -0.8 | i | -15.6% | -6.3% | -16.1% | -1.5% | -2.1% | 0.1% | -4.7%
COc1ccc(NC(=O)c2ccc(S(=O)(=O)N(C)C)cc2)cc1OC | -1.7 | i | nt | 4.8% | 14.9% | 1.4% | -3.1% | 0.5% | ?
Cc1cc(C(=O)OCC(=O)c2ccc3c(c2)OCCO3)c(C)o1 | 1.2 | i | 0.5% | -0.6% | -11.7% | -8.5% | -2.1% | 0.2% | 0.0%
COc1ccc2c(CC(=O)OCC(=O)Nc3sc4c(c3C#N)CCC(C)C4)coc2c1 (stereo not drawn) | -0.3 | i | -3.5% | 4.0% | -14.3% | 13.0% | -1.3% | 17.2% | -11.4%
CC(OC(=O)/C=C/c1ccco1)C(=O)Nc1cccc([N+](=O)[O-])c1 (stereo not drawn) | -0.6 | i | ? | 1.0% | -30.6% | -22.2% | -2.4% | ? | -3.9%
Cc1ccc(SCC(=O)Nc2ccc3c(c2)C(=O)N(C)C3=O)cc1 | -0.7 | i | 2.6% | -5.6% | -9.8% | 6.3% | 1.1% | 0.1% | 4.5%
CCOC(=O)C1(Cc2ccccc2C)CCCN(C(=O)c2ccc(COC)o2)C1 (stereo not drawn) | -0.3 | i | ? | -6.2% | -26.2% | 15.1% | -0.3% | 2.7% | -14.8%
CCSc1nnc2ccc(-c3ccc(OC)c(OC)c3)nn12 | 0.8 | i | -22.3% | 1.1% | -14.7% | -26.9% | 1.4% | 6.9% | 11.9%
Cc1ccc(S(=O)(=O)NCCC(=O)Nc2nnc(C3CC3)s2)cc1C | 0.1 | i | 8.2% | 1.4% | -0.7% | 5.6% | -2.7% | 0.0% | 0.5%
COc1ccc(NC(=O)CSc2nc(-c3ccco3)cc(C(F)(F)F)n2)c(OC)c1 | nt | nt | -0.3% | -5.7% | -1.3% | -0.9% | nt | -0.6% | 1.9%
COc1ccccc1CN1C(=O)C2CC=CCC2C1=O (stereo not drawn) | -0.8 | i | 1.3% | 13.5% | -15.0% | 7.1% | -1.8% | 0.3% | -14.8%
NC(=O)CC(NC(=O)Cc1cccc2ccccc12)c1ccc(N2CCc3ccccc3C2)c([N+](=O)[O-])c1 (stereo not drawn) | 0.1 | i | ? | ? | -24.6% | -1.0% | -1.4% | -0.8% | 12.6µM*
CC(C1CC1)N(Cc1ccccc1)C(=S)Nc1ccccc1 (stereo not drawn) | -3.3 | i | -5.1% | -0.2% | -13.5% | ? | ? | 1.9% | -0.6%
O=C(Nc1csnn1)c1csnn1 | 0.9 | i | 9.5% | 1.1% | -1.7% | -4.5% | 0.0% | -0.5% | 7.3%
COc1ccc(OC)c(NC(=O)Nc2c(C)n(C)n(-c3ccccc3)c2=O)c1 | nt | nt | 13.3% | 9.8% | -37.3% | -20.5% | nt | -0.3% | -16.4%
Cc1ccccc1NC(=S)NCCO | -1.6 | i | -1.5% | -4.6% | -4.6% | 10.1% | -3.9% | 0.3% | -2.1%
CCSc1nnc(NC(=O)CN2C(=O)N(C)C3(CCCCC3)C2=O)s1 | -1.8 | i | -10.5% | 1.2% | -39.3% | 8.9% | 0.7% | -0.6% | -1.4%
